Source: PubChem BioAssay (National Center for Advancing Translational Sciences (NCATS))
TexasRed fluor: Total Fluorescence Counterscreen for Inhibitors of the Interaction of Thyroid Hormone Receptor and Steroid Receptor Coregulator 2. AID 1479, 2009. 280,000 compounds, 0.29% hits. Potency, µM (doses to about 106 µM), without a hit: at the top dose fluorescence change, negative = quenching. TRb/SRC2 Texas Red total fluorescence interference; active = well fitted curve in either direction with a large enough effect; inconclusive = small, poorly fitted or top-dose-only effect
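Flags fluorescent or light-absorbing compounds by total fluorescence, S + 2P, at 555 nm excitation and 632 nm emission. Mixture: 20 nM Texas Red SRC2 peptide, 0.6 uM human TRb LBD, 1 uM T3, 5% DMSO; compound exposure 5 h at ambient temperature.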
L3MBTL1 block: qHTS Assay for the Inhibitors of L3MBTL1 | AlphaScreen L3MBTL1–H3K9me1 peptide binding | Potency, µM (top dose mostly 57.1 µM), for the others: top-dose activity, negative = inhibition, usual class: inhibitors | 230,000 compounds, 0.66% hits; note: nearly all actives have a fitted effect of over 60% in size
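L3MBTL1 (50 nM) pre-complexed 30 min with biotinylated H3(1-15)K9me1 peptide (75 nM), then compounds added for 30 min at room temperature; AlphaScreen streptavidin donor/nickel chelate acceptor beads (10 ug/mL final) read after 30 min dark incubation.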
TRb-SRC2 inh: qHTS for Inhibitors of the Interaction of Thyroid Hormone Receptor and Steroid Receptor Coregulator 2 | Potency, µM (highest dose often 106 µM), inactives show at the highest dose activity change, negative = inhibition, actives largely listed as inhibitors | TRbeta-SRC2 peptide binding, fluorescence polarization; receptor liganded with 1 µM T3 | Thyroid hormone receptor beta (Homo sapiens), P10828 | 280,000 compounds, 0.065% hits;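 note: plate controls were bound peptide for no effect and peptide without receptor for full effect; nearly all actives have a fitted effect of over 50% in size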
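Compounds were added to 0.6 uM TRb ligand-binding domain and 20 nM Texas Red-labeled SRC2 peptide in Tris buffer containing 1 uM T3, incubated 5 hr at ambient temperature, then read by fluorescence polarization.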
ALDH1A1 block: qHTS Assay for Inhibitors of Aldehyde Dehydrogenase 1 (ALDH1A1); Purified ALDH1A1, NADH fluorescence, propionaldehyde substrate; Potency, µM (titrated, usually from 75.3 µM), inactives show at the highest dose activity, negative = inhibition, actives largely listed as inhibitors; 220,000 compounds, 7.3% hits; AID 1030, 2008; active = well fitted inhibition curve with a large enough effect, not every such curve was filed as active; inconclusive = small, poorly fitted or top-dose-only effect, or another doubt; inactive = no such curve, though single readings can be large or run the other way;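 note: plate controls were no enzyme wells and a reference inhibitor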
Target sequence (P00352 whole entry, looked up): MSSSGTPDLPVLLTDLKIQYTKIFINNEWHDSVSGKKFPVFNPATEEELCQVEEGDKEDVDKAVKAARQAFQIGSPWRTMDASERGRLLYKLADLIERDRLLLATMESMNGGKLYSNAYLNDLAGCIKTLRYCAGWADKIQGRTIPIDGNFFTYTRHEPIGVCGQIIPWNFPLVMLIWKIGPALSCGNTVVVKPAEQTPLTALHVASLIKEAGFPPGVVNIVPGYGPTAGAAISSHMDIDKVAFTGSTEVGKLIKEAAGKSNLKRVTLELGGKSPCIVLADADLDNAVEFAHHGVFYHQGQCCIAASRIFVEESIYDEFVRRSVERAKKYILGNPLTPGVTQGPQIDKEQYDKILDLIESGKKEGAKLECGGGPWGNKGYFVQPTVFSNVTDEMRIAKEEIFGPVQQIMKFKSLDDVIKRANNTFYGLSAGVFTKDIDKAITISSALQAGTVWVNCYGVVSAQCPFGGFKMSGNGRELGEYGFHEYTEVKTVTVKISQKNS
aGal spleen mod: qHTS Assay for Inhibitors and Activators of Human alpha-Galactosidase From Spleen Homogenate; human spleen homogenate, 4MU-alpha-Gal fluorescence, 40 min; 240,000 compounds, 0.008% hits; Potency, µM (highest dose often 80 µM), for inactives: top-dose activity change, negative = inhibition, usual class: inhibitors;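 note: 0% = enzyme with vehicle and -100% = no enzyme basal signal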
Target sequence (P06280 32-429 limits assumed): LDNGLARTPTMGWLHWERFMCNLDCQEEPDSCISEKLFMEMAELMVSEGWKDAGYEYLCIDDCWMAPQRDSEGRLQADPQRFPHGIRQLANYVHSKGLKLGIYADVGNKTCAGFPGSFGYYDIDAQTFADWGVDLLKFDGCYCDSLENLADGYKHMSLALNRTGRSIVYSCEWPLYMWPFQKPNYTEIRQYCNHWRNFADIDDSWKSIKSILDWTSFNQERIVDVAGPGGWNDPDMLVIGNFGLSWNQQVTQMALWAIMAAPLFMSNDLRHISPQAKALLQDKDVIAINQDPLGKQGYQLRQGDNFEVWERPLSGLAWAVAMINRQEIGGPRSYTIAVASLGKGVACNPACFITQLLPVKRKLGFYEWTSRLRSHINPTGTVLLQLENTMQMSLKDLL
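Spleen homogenate 1 ug + cpd (titration) + 4-MU-alpha-D-galactopyranoside 1 mM; 37C 40 min; 50 mM citrate/phosphate pH 5.0, 0.01% Tween-20; stop pH 10; fluorescence 365/440; AC50 via Hill.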
Tau fluor cs: Counterscreen qHTS for Inhibitors of Tau Fibril Formation, Fluorescence Polarization; tau K18 P301L Alexa594 fluorescence, heparin fibrillization; Potency, µM (doses to about 57.7 µM), for the others: at the top dose activity change, negative = decrease; 280,000 compounds, 0.93% hits; AID 1463, 2008; note: nearly all actives have a fitted effect of over 55% in size
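Human K18 P301L tau (15 uM unlabeled plus 0.24 uM Alexa 594-labeled, final) in 100 mM sodium acetate pH 7 was mixed with compound and 20 uM heparin and incubated 6 hr at 37 C.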
Tau ThT inhib: qHTS for Inhibitors of Tau Fibril Formation, Thioflavin T Binding; 270,000 compounds, 2.1% hits; recombinant tau K18 P301L (four-repeat tau fragment), heparin-induced fibrillization, ThT fluorescence; Microtubule-associated protein tau (Homo sapiens), P10636; Potency, µM (series often up to 57.4 µM), for inactives: at the top dose activity, negative = inhibition, hits mostly inhibitors; note: nearly all actives have a fitted effect of over 55% in size
Target sequence (P10636 561-689 P618L limits assumed): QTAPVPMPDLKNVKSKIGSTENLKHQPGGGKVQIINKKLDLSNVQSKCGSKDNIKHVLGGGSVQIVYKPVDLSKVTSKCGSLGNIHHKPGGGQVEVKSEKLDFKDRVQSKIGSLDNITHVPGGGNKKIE
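Heparin-induced (20 uM) aggregation of recombinant human K18 P301L tau, 15 uM unlabeled with 0.24 uM labeled, pH 7 acetate buffer, 6 hr at 37 C with compound. Fibrils quantified by 30 uM ThT fluorescence after 1 hr ambient incubation.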
Tau FP inhib: qHTS for Inhibitors of Tau Fibril Formation, Fluorescence Polarization; Microtubule-associated protein tau (Homo sapiens), P10636; K18 P301L tau heparin fibrillization, Alexa594 FP, 6 h; Potency, µM (series often up to 57.7 µM), inactives show at the top dose activity, negative = inhibition, actives largely listed as inhibitors; 280,000 compounds, 0.39% hits; AID 1468, 2008; note: nearly all actives have a fitted effect of over 55% in size
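Compound effects on tau fibrillization are measured by Alexa 594 fluorescence polarization (ex 555, em 632 nm). K18 P301L tau is used at 15 uM with 0.24 uM labeled tracer, and 20 uM heparin induces aggregation over 6 hr at 37 C.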
Active calls of the source: *; ? = inconclusive; . = not tested or not shown; [ ] = remark or other dose. Unless noted, calls come from the whole dose curve; as a rule, active = well fitted curve in the direction sought with a large enough effect; inconclusive = small, poorly fitted or top-dose-only effect, or another doubt; inactive = no such curve, though single readings can be large; an effect the other way counts as inactive or inconclusive. Unless noted, % is set by controls: 0 for no effect and ±100 for the full control effect; potency is the fitted concentration of half-maximal effect.

SMILES	TexasRed fluor	L3MBTL1 block	TRb-SRC2 inh	ALDH1A1 block	aGal spleen mod	Tau fluor cs	Tau ThT inhib	Tau FP inhib
CCN(C(C)=O)c1cccc2ccccc12	-3%	.	-5%	4%	-5%	-4%	-13%	4%
CCCCCCn1c(=O)c(-c2ccccc2)c(O)c2ccccc21	-4%	.	-10%	-9%	-8%	-10%	?	8%
COc1ccc(C(=O)Nc2nnc(SCc3cc(=O)n4cc(Cl)ccc4n3)s2)cc1	-1%	.	10%	.	.	-2%	-17%	5%
CCN1CCC(C(N)=O)CC1	1%	.	3%	5%	18%	9%	11%	-2%
COC(=O)c1ccc2c(=O)n(CCCCCC(=O)N3CCN(c4cc(Cl)ccc4C)CC3)c(=O)[nH]c2c1	?	.	-1%	.	.	-12%	-13%	-5%
COc1cc2c(cc1OC)C(Nn1cnnc1)=NC1(CCCC1)C2	-1%	-5%	0%	.	-2%	-2%	-9%	3%
N#C/C(=C(/O)COc1ccccc1)c1nnc2n1CCCCC2	-3%	.	1%	7.9µM*	1%	2%	-4%	1%
CC(=O)c1cc(-c2ccccc2)n(CC(=O)Nc2cc(C)cc(C)c2)c1C	0%	6%	3%	13%	-4%	-9%	0%	-10%
Cc1cc(C(=O)NNC(=O)C2CCCC2)c(C)o1	0%	-3%	-6%	3%	2%	7%	5%	11%
O=C(O)CN(Cc1ccco1)S(=O)(=O)c1ccccc1	1%	-4%	-10%	9%	-25%	9%	-5%	-5%
O=C(Nc1cccc2cccnc12)c1cccnc1	1%	-7%[11.4 µM]	-16%	-5%	1%	-3%	-2%	0%
COCCCNC(=S)N1CCN(Cc2ccc3c(c2)OCO3)CC1	-4%	7%	6%	?	-2%	8%	1%	13%
N#CCCN(Cc1cccnc1)C(=S)NCc1ccco1	1%	.	0%	18µM*	0%	-9%	?	-9%
C=C(C)Cn1c(SCC(=O)O)nnc1-c1ccc(C(C)(C)C)cc1	0%	-1%	8%	?	1%	3%	-3%	6%
C=CCNC(=O)c1onc(CSc2ccc(C)c(C)c2)c1C(=O)O	-4%	6%	-11%	3%	4%	-2%	-10%	-10%
COc1ccccc1N1CCN(C(=O)CSc2nc(C)c(Cc3ccccc3)c(=O)[nH]2)CC1	5%	-3%	-3%	12%	3%	5%	-14%	6%
O=C(CN1CCN(Cc2ccccc2)CC1)c1ccccc1	1%	.	7%	?	-2%	-5%	-10%	1%
COc1cc(Cl)c(C)cc1NC(=O)Cn1ncc2c1-c1cc(C)ccc1OC2	?	.	-11%	.	.	-12%	-7%	-4%
CC1CN(Cc2ccc(C#N)cc2Cl)CC(C)O1 (stereo not given)	0%	10%	-6%	4%	8%	-1%	-7%	9%
CN(C)c1ccc(-c2nnn(CC(=O)Nc3ccccc3N3CCOCC3)n2)cc1	-3%	?	8%	?	4%	-28%	?	11%
C=CCn1c(=NC(=O)c2cccc(N3C(=O)CCC3=O)c2)sc2cccc(OC)c21	-1%	5%	4%	.	27%	-25%	-13%	13%
N#C/C(=C1\CCCN1)c1nc2ccccc2c(=O)[nH]1	0%	-1%	6%	-15%	3%	-5%	-9%	-3%
O=C(Nc1ccccc1F)C1CCCN(S(=O)(=O)c2cccc3cccnc23)C1 (stereo not given)	-1%	-3%	-1%	-3%	-2%	-9%	-10%	-3%
N#CC1=C(N)Oc2n[nH]c(-c3cccs3)c2C1c1ccncc1 (stereo not given)	-2%	1%	4%	?	-1%	-18%	?	-8%
NC(=S)N/N=C/c1ccc(-c2ccc(SC(F)F)cc2)o1	-3%	28%	2%	.	21%	?	?	0%
CCCc1[nH]n(-c2ccc([N+](=O)[O-])cc2)c(=O)c1C(C)=NCc1ccncc1	-1%	.	-5%	.	-20%	-23%	.	8%
COc1ccc(S(=O)(=O)n2nc(-c3cc(OC)c(OC)c(OC)c3)cc2N)cc1OC	-7%	10%	-6%	5%	-21%	?	-3%	9%
O=C(CCCSc1nnnn1-c1ccccc1)c1ccc(F)cc1	0%	32%[activator]	-3%	1.3µM*	-13%	-19%	-10%	6%
O=C(CN1C(=O)NC2(CCCCCCC2)C1=O)NCc1cccs1	8%	-4%	-4%	?	-14%	-1%	1%	6%
CC1CCN(S(=O)(=O)c2ccc3c(c2)oc(=O)n3CC(=O)O)CC1	-21%	.	2%	.	.	-4%	-4%	-10%
Cc1cc(C)c(NC(=S)N(CCN(C)C)Cc2cccs2)c(C)c1	-10%	.	-9%	-1%	-4%	-8%	-4%	-2%
O=c1[nH]c(=O)n(Cc2ccco2)c2c1C(C(F)(F)F)(C(F)(F)F)N=C(Cc1ccccc1)N2	-2%	-4%	-4%	?	-6%	-15%	-16%	-6%
Cc1ccc(NC(=O)c2cc([N+](=O)[O-])ccc2NCc2cccnc2)cc1	-3%	-12%	2%	?	1%	-22%	-6%	9%
Cc1c(C(=O)NCc2ccccn2)oc2ccc(S(=O)(=O)N3CCC4(CC3)OCCO4)cc12	-1%	.	2%	-6%	6%	-20%	?	-5%
COc1ccc(NC(=O)Cc2nn(C)c(=O)c3ccccc23)c2ncccc12	-3%	2%	-4%	?	8%	2%	-15%	4%
CC1C(=O)C(C)C(c2ccco2)NC1c1ccco1 (stereo not given)	-5%	.	1%	?	-6%	-8%	-13%	7%
Cc1ccc(N2NC(=O)/C(=C/c3ccc(-c4ccc(Cl)c(C(=O)O)c4)o3)C2=O)cc1C	-14%	-25%	0%	?	-7%	-22%	?	-5%
CC(=O)O[C@](C)(CCC=C(C)C)C1CC=C(C)CC1 (stereo not given in full)	-7%	.	-8%	0%	-9%	-2%	-2%	3%
S=c1[nH]nc(-c2ccc3ccccc3n2)n1-c1ccccc1Cl	-2%	-11%	8%	-6%	-16%	14%	11%	4%
Cc1c(/C=N/NC(=O)c2cc(C(C)(C)C)[nH]n2)c2ccccc2n1C	-2%	1%	-5%	.	-5%	?	?	5%
COc1ccc(CCNC(=O)CSC2=Nc3ccccc3C3=NC(C(C)C)C(=O)N23)cc1OC (stereo not given)	0%	2%	-3%	?	-12%	-5%	-10%	-2%
O=C(COc1ccc(S(=O)(=O)Nc2ccccc2)cc1)N1CCOCC1	-2%	-5%	3%	4%	-6%	5%	6%	3%
CC(C)NC(=O)c1noc2cc([N+](=O)[O-])ccc12	2%	-2%	-3%	-2%	-1%	-4%	-11%	-8%
COc1ccc(OC)c(NC(=O)C(C)n2nc(C)c3c(C)n(-c4ccccc4)nc3c2=O)c1 (stereo not given)	-2%	.	-2%	.	.	-1%	10%	2%
O=C(c1cc(F)ccc1F)C1CCCN(Cc2cccn2-c2ccccn2)C1 (stereo not given)	4%	-9%	-1%	.	2%	-7%	1%	-5%
COc1ccc(C(=O)NNC(=O)CCCCC(=O)NNC(=O)c2ccc(OC)cc2)cc1	0%	-2%	-6%	?	-5%	2%	-10%	-6%
Cc1ccccc1CS(=O)(=O)CC1(O)CCN(C(=O)c2cccc(C(F)(F)F)c2)CC1	1%	8%	5%	8%	7%	-4%	-11%	0%
O=C(NC(Cc1c[nH]c2ccccc12)C(=O)NCc1ccc(F)cc1)OCc1ccccc1 (stereo not given)	0%[53 µM]	-2%	-3%[53 µM]	-2%	-3%	?	6%	-4%
C=CCn1c(SCc2ccc(Cl)cc2)nc2cc(C(=O)N3CCC(C(N)=O)CC3)ccc2c1=O	-7%	1%	-1%	-8%	-2%	2%	-18%	-8%
COC(=O)Cn1nnc(-c2cccc(OC)c2)n1	0%	14%	-3%	-6%	-7%	1%	-1%	-4%
CC(C)N(C(=S)Nc1cc(S(=O)(=O)N2CCOCC2)ccc1Cl)c1ccccc1	-2%	1%	-14%	19%	1%	-4%	-3%	-3%
Cc1[nH]ccc(=O)c1OCC(=O)O	-2%	.	-3%	.	7%	-32%	.	15%
CCCN(C(=O)Cn1cnc2sc(C)c(S(=O)(=O)N3CCN(c4ncccn4)CC3)c2c1=O)c1cccc(C)c1	7%	.	1%	.	.	8%	11%	-8%
COCCn1c(SCC(=O)Nc2cc(C)nn2-c2ccccc2)nnc1-c1ccncc1	-12%	8%	-1%	3%	-2%	-6%	-2%	-2%
COC(=O)NNC(=O)C12CC3CC(CC(C3)C1)C2	1%	-13%	-3%	9%	?	-4%	2%	0%
COc1ccc(C(=O)Nc2cc3c(cc2C#N)OCO3)cc1S(=O)(=O)NCc1ccco1	4%	2%	-4%	-4%	-4%	-10%	-12%	-9%
Cc1ccccc1OCCn1c(=N)n(C(C)C)c2ccccc21	-1%	.	5%	.	.	-8%	-11%	-8%
Cc1cccc(N(C)c2cc(C)nc3nc(C)nn23)c1	-5%	14%	-4%	9%	0%	10%	9%	8%

2 of the compounds above, with each value named:
Cc1[nH]ccc(=O)c1OCC(=O)O
  TexasRed fluor: -2% | L3MBTL1 block: . | TRb-SRC2 inh: -3% | ALDH1A1 block: . | aGal spleen mod: 7% | Tau fluor cs: -32% | Tau ThT inhib: . | Tau FP inhib: 15%
CCCN(C(=O)Cn1cnc2sc(C)c(S(=O)(=O)N3CCN(c4ncccn4)CC3)c2c1=O)c1cccc(C)c1
  TexasRed fluor: 7% | L3MBTL1 block: . | TRb-SRC2 inh: 1% | ALDH1A1 block: . | aGal spleen mod: . | Tau fluor cs: 8% | Tau ThT inhib: 11% | Tau FP inhib: -8%

Outcome played no part in choosing rows; 8.5% or so of the library scored in one or more.
